# From PubChem BioAssay
# PAD4 FP inh: human PAD4 inhibitors, primary screen, biochemical, fluorescence polarization, 1536-well format; Protein-arginine deiminase type-4 (Homo sapiens), Q9UM07; recombinant PAD4, RCA probe fluorescence polarization; inhibition, % at 6.36 µM; 0.41% of 330,000 active; AID 485272, 2010;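 active = percent inhibition above a cutoff equal to the mean of all tested compounds plus 3 SD, cut at about 15% in these data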;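 note: 0% = PAD4 with RCA probe and DMSO and 100% = probe without PAD4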
# PAFAH2 FP inh: PAFAH2 enzyme inhibitors, primary screen, biochemical, fluorescence polarization, human | AID 492956, 2010 | Platelet-activating factor acetylhydrolase 2, cytoplasmic (Homo sapiens), Q99487 | recombinant PAFAH2, FP-rhodamine activity probe | inhibition, % at 3.39 µM | 0.99% of 340,000 active;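 active = inhibition above the mean over all tested compounds plus 3 SD, cut at about 30% in these data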;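 note: inhibitors block probe labeling of enzyme so polarization drops; 0% = enzyme with DMSO and 100% = wells lacking PAFAH2 protein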
# LYPLA2 counter: LYPLA2 inhibitors, primary screen, counter-screen for PME1 inhibitor project, biochemical, fluorescence polarization, FP-Rh probe ABPP. Acyl-protein thioesterase 2 (Homo sapiens), O95372. recombinant LYPLA2. inhibition, % at 5.9 µM. 0.38% of 320,000 active. AID 2177, 2009;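 active = inhibition above the screen-wide mean plus 3 SD, limit set per campaign, cut at about 26% in these data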;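 note: 0% = LYPLA2 with DMSO and 100% = wells lacking LYPLA2 enzyme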
# LYPLA1 inh: LYPLA1 inhibitors, primary screen, counter-screen for PME1 inhibitor project, biochemical, fluorescence polarization, FP-Rh probe ABPP | Acyl-protein thioesterase 1 (Homo sapiens), O75608 | recombinant LYPLA1 | inhibition, % at 5.9 µM | 0.16% of 320,000 active | AID 2174, 2009;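 active = inhibition above the mean of all tested compounds plus 3 SD, set per campaign, cut at about 14% in these data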;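 note: inhibitors block serine hydrolase probe labeling of LYPLA1 so polarization falls; 0% = enzyme with DMSO and 100% = wells lacking LYPLA1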
# EBNA-1 inh: EBNA-1 DNA-binding inhibitors, primary screen, biochemical, fluorescence polarization. 0.34% of 300,000 active. inhibition, % at 14.8 µM; in the data active = inhibition above about 28%
# PREPL inh: PREPL enzyme inhibitors, primary screen, biochemical, fluorescence polarization; recombinant PREPL, fluorescence polarization activity-based probe; 0.68% of 320,000 active; AID 2751, 2010; inhibition, % at 5.96 µM; Prolyl endopeptidase-like (Homo sapiens), Q4J6C6; in the data active = inhibition above about 43%;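 note: 0% = enzyme with DMSO and 100% = wells lacking enzyme; many of its hits are not listed in these tables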
# ZTA DNA inh: counter-screen for EBNA-1 inhibitors: inhibitors of Epstein-Barr virus ZTA; 0.15% of 320,000 active; AID 2234; P03206; ZTA-DNA binding, fluorescence polarization; inhibition, % at 11 µM; in the data active = inhibition above about 33%
# GSTO1 counter: inhibitors of recombinant GSTO1, primary screen, counter-screen for RBBP9 inhibitor project, biochemical, fluorescence polarization; Glutathione S-transferase omega-1 (Homo sapiens), P78417; activity-based probe fluorescence polarization; inhibition, % at 5.96 µM; 1.1% of 300,000 active; AID 1974, 2009;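 active = inhibition above the campaign mean inhibition plus 3 SD, cut at about 35% in these data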;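 note: 0% = GSTO1-1 with DMSO and 100% = wells lacking GSTO1-1 enzyme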
# PAFAH1B3 inh: PAFAH1B3 enzyme inhibitors, primary screen, biochemical, fluorescence polarization, human; recombinant PAFAH1B3, FP-rhodamine probe; inhibition, % at 3.39 µM; 0.28% of 340,000 active; AID 492972, 2010;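 active = inhibition above the screen-wide average of all tested compounds plus 3 SD, cut at about 25% in these data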;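 note: 0% = enzyme with DMSO only and 100% = wells lacking PAFAH1B3 protein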
# * marks the source's active call; other numbers are inactive results; · = not tested or not shown.
# The first 3 compounds as a preview:
SMILES,PAD4 FP inh,PAFAH2 FP inh,LYPLA2 counter,LYPLA1 inh,EBNA-1 inh,PREPL inh,ZTA DNA inh,GSTO1 counter,PAFAH1B3 inh
CCOC(=O)CSc1nnc(CNC(=O)c2cccs2)n1-c1cc(OC)ccc1OC,5,0,3,2,-10,3,-22,3,0
O=C1N=C(N2CCOCC2)S/C1=C/c1ccc(-c2ccccc2Cl)o1,-1,3,-2,4,12,6,-11,-2,-3
O=C(CCCN1C(=O)c2ccccc2C1=O)Nc1nccs1,-9,1,-3,0,1,8,-14,-3,10

# Results (from the top)
SMILES,PAD4 FP inh,PAFAH2 FP inh,LYPLA2 counter,LYPLA1 inh,EBNA-1 inh,PREPL inh,ZTA DNA inh,GSTO1 counter,PAFAH1B3 inh
CCOC(=O)CSc1nnc(CNC(=O)c2cccs2)n1-c1cc(OC)ccc1OC,5,0,3,2,-10,3,-22,3,0
O=C1N=C(N2CCOCC2)S/C1=C/c1ccc(-c2ccccc2Cl)o1,-1,3,-2,4,12,6,-11,-2,-3
O=C(CCCN1C(=O)c2ccccc2C1=O)Nc1nccs1,-9,1,-3,0,1,8,-14,-3,10
Cc1cc(C)nc(NS(=O)(=O)c2ccc(NC(=S)NC(=O)c3ccco3)cc2)n1,-5,-7,-5,-2,-1,-7,3,9,10
CCC(C)NC(=O)CNC(=O)Cn1c(C)cc2ccccc2c1=O (stereo not drawn),-2,-7,-2,-1,-10,7,-9,1,2
O=C(NC1CC1)c1ccc2c(c1)N(Cc1ccc(Cl)cc1)CCS2,3,3,23,0,-9,24,7,5,8
Fc1ccc(NC(=S)Nc2cccc3cnccc23)cc1,-14,1,2,0,-2,6,10,15,4
N#C/C(N=Nc1ccccc1O)=N\Nc1ccccc1O,3,41*,4,-5,11,18,-14,87*,50*
CCC(C)N(C(=O)Cn1nnc2ccccc21)C(C(=O)NCc1ccco1)c1cccc(OC)c1 (stereo not drawn),-4,-3,13,5,6,9,3,0,3
O=C(C[C@H]1C/C=C\CCCCC(=O)OC[C@H]2CCCN2C1=O)N[C@H](CO)Cc1ccccc1,-1,5,·,·,·,15,·,·,9
COc1ccccc1-c1nc(C#N)c(N2CCCCCC2)o1,-9,6,-5,-2,-6,2,2,-21,5
CC(=O)Nc1ccc(NC(=O)CCCc2c[nH]c3ccccc23)cc1,-3,-4,-1,6,3,6,4,-6,-3
CCOC(=O)C1CCCN(Cc2ccc(OCC)cc2)C1 (stereo not drawn),2,1,2,1,7,16,3,18,3
O=C(CCCn1cc([N+](=O)[O-])cn1)Nc1cccnc1,1,6,4,-2,4,0,11,4,-3
C#CCOCCOCCOCCNc1nc(N2CCOCC2)nc(N2CCN(C(=O)[C@H](CO)n3cc([C@@H](N)C(C)C)nn3)CC2)n1,-2,-9,·,·,·,20,·,·,10
Cc1occc1-c1nnc(SCC(=O)NCc2ccco2)n1CC(C)C,5,5,3,-2,7,11,-5,1,2
O=C(c1ccco1)c1nnn(Cc2ccccc2)c1-c1ccccc1,-10,12,-5,-6,-5,7,-3,5,7
COc1ccccc1CNc1nc2nc3c(c(=O)n2[nH]1)CCC3,1,4,-1,2,-7,16,-4,-2,-3
O=C(CNCCc1ccc(Cl)cc1Cl)NCc1ccco1,-1,9,-3,-4,2,4,-1,2,-3
Cc1ccc(Oc2ccc(Cl)cc2NC(=O)c2cnccn2)cc1,3,-2,4,0,-8,6,4,17,6
O=C(Nc1ccccc1[N+](=O)[O-])C1COc2ccccc2O1 (stereo not drawn),0,-3,7,2,-1,-3,15,-2,-9
CNC[C@H]1Oc2ccc(NC(=O)C3CCCCC3)cc2CC(=O)N([C@H](C)CO)C[C@@H]1C,-2,3,·,·,·,13,·,·,1
CC(C)COC(=O)c1ccc(N2C(=O)c3ccccc3C2=O)cc1,-1,8,1,-3,2,6,4,-2,-3
CC(=O)c1cc(CN2CCN(C3CCCCC3)C(CCO)C2)cs1 (stereo not drawn),-4,-5,0,-2,1,-3,0,0,0
CCO[C@H]1OC(C(=O)N2CCN(C)CC2)=C[C@@H](c2ccc3c(c2)OCO3)[C@@H]1CCCO,5,2,5,0,12,0,-8,7,5
COc1cc(C(=S)N2CCOCC2)ccc1OC(=O)Cc1ccc(F)cc1,1,1,7,3,-3,12,-11,6,6
Cc1ccc(C(=O)NNC(=O)CSc2nnc(CNc3ccc(F)cc3)n2C)cc1,-7,·,19,0,2,0,12,4,·
COc1cccc(C2=CC(=O)C[C@H](c3ccc(Cl)cc3)C2)c1OC,-2,-5,5,3,·,-12,16,·,8
Cc1ccc(S(=O)(=O)/N=C2/NC(=O)/C(=C/c3ccncc3)S2)cc1,-1,·,-3,-2,14,2,18,-2,·
Cc1ccc(S(=O)(=O)n2c(C)nc3ccccc32)cc1,-4,-1,-2,0,6,-9,5,1,1
CCN1CCN(CCC(=O)Nc2ccccc2OC)CC1,-2,-2,1,-2,4,-5,4,2,6
CN(C)C1=NC[C@H](Cc2ccccc2)N1CCc1cccc(F)c1,2,3,2,-1,3,10,-9,0,6
Cc1ccc(Cn2nc(C)c(C(=O)N3CCN(S(=O)(=O)/C=C/c4ccccc4)CC3)c2C)cc1,-2,-11,8,0,·,14,2,·,0
Cc1noc(C)c1C(=O)N1CCN(S(=O)(=O)c2cccc(Cl)c2Cl)CC1,-2,-3,-2,0,1,12,-11,8,4
C(=N\Nc1nc(N2CCCCC2)nc(N2CCCCC2)n1)/c1c[nH]c2ccccc12,-6,-2,-8,-8,5,11,-10,-8,6
CCc1ccccc1NC(=O)c1nnn(CC(=O)Nc2cccc(C)c2)c1N,-1,-3,-12,-5,7,-5,11,0,-11
C=CCOc1c(CNc2cccc(C(=O)O)c2)cccc1OC,-4,0,-8,-1,-6,17,10,3,2
Cc1no[n+]([O-])c1COc1ccc(/C=N/n2nnnc2N)cc1,2,-1,4,1,0,-35,7,0,2
CC1=C(C)CC(C(=O)NCC(=O)c2ccccc2)C(C(=O)O)C1 (stereo not drawn),0,-2,4,0,-3,-1,8,0,11
CCCc1cc(=O)oc2cc3oc(C)c(C)c3cc12,4,3,5,1,-3,-10,-5,0,14
CC1(C)CC(=O)C2=C(C1)OC(N)=C(C#N)C2c1ccc(OC(=O)N2CCOCC2)cc1 (stereo not drawn),-3,4,2,2,4,-6,5,2,3
CCCC(C)NC(=O)c1ccc(OCc2ccc(Cl)cc2)c(OC)c1 (stereo not drawn),2,-1,3,1,-5,15,6,3,6
Clc1ncnc2scc(-c3ccccc3)c12,-4,13,1,-1,6,-6,1,-8,7
CC12CCC(C(=O)N3CCOCC3)([C@H](Br)C1=O)C2(C)C (stereo partly drawn),-1,·,-1,0,-7,-5,14,-8,·
COc1ccc(NC(=O)c2ccc3c(c2)OCCO3)cc1OC,0,-1,-2,0,-2,0,5,0,-8
O=C(NNC(=O)C12CC3CC(CC(C3)C1)C2)[C@@H]1C[C@H]1c1ccccc1,-1,-1,7,-1,4,4,0,2,2
Cc1cccc(-c2nc(CS(=O)CC(=O)N3CCc4ccccc4C3)c(C)o2)c1 (stereo not drawn),-9,6,-8,-1,-13,16,4,3,1
COc1cccc(-c2ccc(SCC(=O)NC3CCCCC3)nn2)c1,-3,1,0,0,12,44*,-1,0,4
O=C(c1ccc2c3c(cccc13)CC2)N1CCOCC1,-4,-1,5,1,3,2,8,10,7
O=C(Cn1cnc2c(nnn2Cc2ccccc2F)c1=O)NCC1CCCO1 (stereo not drawn),5,6,-2,0,5,-3,10,-6,13
COCCCNC(=O)C1CCN(C(=O)c2oc3cc4sc(N(C)C)nc4cc3c2C)CC1,4,7,4,1,-6,-3,-4,-7,4
CC(=O)OCC(=O)Nc1ccc([N+](=O)[O-])cc1Cl,2,-6,-1,-6,7,3,5,2,5
Cc1ccc(/C=C2/Sc3ccc(C(=O)NCc4ccccn4)cc3NC2=O)cc1,-2,8,3,1,6,-13,-1,-5,-1
CCOC(=O)C(NC(=O)Nc1cccc(C)n1)(OCC(F)(F)F)C(F)(F)F (stereo not drawn),0,3,-4,0,4,8,7,0,-1
CCCC(C(=O)NC1CCCC1)N(C(=O)Cn1nnc(-c2ccc(C)o2)n1)c1ccccc1OC (stereo not drawn),5,3,-2,4,8,12,11,-1,-7
CCN1CCN(c2cc(=O)n(C3CCCCC3)c(=O)[nH]2)CC1,4,-10,1,-1,0,-1,-5,-4,-7
NC(=O)CSc1nnc(CNc2cccc(Cl)c2)n1CCc1ccccc1,-7,2,-6,1,-6,-3,-3,0,5
CCCc1nnc(NS(=O)(=O)c2ccc(OC)cc2)s1,-4,3,-9,-1,5,3,-5,9,6
CSCCC(NC(=O)c1ccc(Cl)cc1)C(=O)OCC(=O)Nc1cc(Cl)ccc1C#N (stereo not drawn),1,-9,0,-1,24,-21,7,1,6
Fc1ccc(C2=CC(c3ccc(Br)o3)n3ncnc3N2)cc1 (stereo not drawn),-7,2,0,-3,0,-82,-28,0,10
# (continued)
SMILES,PAD4 FP inh,PAFAH2 FP inh,LYPLA2 counter,LYPLA1 inh,EBNA-1 inh,PREPL inh,ZTA DNA inh,GSTO1 counter,PAFAH1B3 inh
Cn1c(=O)n(C)c2cc(NC(=O)COc3ccc(F)cc3F)ccc21,3,2,4,-2,0,15,-1,0,9
CN(C)S(=O)(=O)c1ccc(C(=O)OCC(=O)NCc2ccco2)cc1,-6,-2,-1,-4,0,1,-12,-6,17
COc1ccc(NC(=O)CN(C)C(=O)Cc2ccc(-c3ccccc3)cc2)cc1,-1,-7,-3,-3,·,4,7,·,-2
COC(=O)c1ccc(C(=O)OC)c(NC(=S)N2CCCC(CO)C2)c1 (stereo not drawn),2,-2,-3,0,-5,-2,6,3,4
CCCn1c(O)c(N=NC(=O)CNC(=O)/C=C/c2ccc(OC)cc2)c2ccccc21,0,0,-1,3,-10,21,-11,-3,10
Cc1ccc(S(=O)(=O)Nc2ccc(C(=O)Nc3ccncc3)cc2)cc1,-2,-13,-4,-2,-3,-10,-7,-3,5
OCC1OC(n2cnc3ccccc32)CC1O (stereo not drawn),-1,4,5,1,-2,-5,3,-6,-2
CCOc1cccc(C(=O)Nc2cnn(Cc3ccccc3)c2)c1,-6,0,2,1,1,-22,-2,1,11
Cc1nnc(NC(=O)c2ccccc2-c2ccccc2C(=O)O)s1,-4,-1,2,4,3,11,-11,-1,2
CC[C@@H]1CC=C[C@H]2[C@H]1C(=O)N(Cc1ccccc1)[C@H]2c1ccc(C(F)(F)F)cc1,0,-5,6,4,9,7,14,-2,2
COC(=O)c1ccc(CNC(=O)c2ccc(OCC(=O)N3CCOCC3)c(OC)c2)cc1,0,3,1,0,2,-5,15,4,1
Cc1csc(NC(=O)c2nc(-c3ccccc3)n(-c3ccccc3)n2)n1,-1,4,-2,-2,5,-2,-7,-3,2
Cc1c(C(=O)N(C)CCC#N)oc2ccc(S(=O)(=O)N3CC(C)CC(C)C3)cc12 (stereo not drawn),-3,10,-1,2,-12,11,-2,-2,2
CCCN1CCN(C(=O)Cn2nc(CC)n3c(cc4sccc43)c2=O)CC1,2,1,-2,1,-4,12,-4,3,-11
O=C(Nc1cccc(C(F)(F)F)c1)c1ccc(-n2cncn2)nc1,2,-6,7,-3,17,-5,9,2,1
COc1ccc(C(=O)NCC(=O)NCC2(N(C)C)CCCCC2)cc1OC,-3,-2,4,-1,9,2,2,-6,7

# Only part of the results is shown. The share of hits here may be higher or lower than overall.
